TrxR1 substrate: rat thioredoxin reductase 1 substrate activity | O89049 | purified TrxR1 substrate turnover, NADPH consumption readout | Potency, µM (highest dose often 114 µM), without a hit: at the highest dose activity change, negative = substrate turnover | hit rate 0.01% among 390,000 | AID 588456; further: on the % scale 0 is the no-effect control and ±100 the full control effect; nearly all actives have a fitted effect of over 50% in size
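Rat TrxR1, dispensed at 90 nM, was prereduced with 400 uM NADPH (final) for 5 min at ~22 deg C, then incubated with compound 15 min before 400 uM selenite. A first-read NADPH fluorescence drop versus no-compound background flagged substrates.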
RXFP1 ag: activates the human relaxin receptor RXFP1; Q9HBX9; HEK293T-RXFP1 cAMP TR-FRET, 30 min; response scale: percent of porcine relaxin response, buffer zero; Potency, µM (titrated, usually from 57.5 µM), inactives show top-dose activation, hits mostly activators; hit rate 0.3% among 370,000; further: on the % scale 0 is the no-effect control and ±100 the full control effect; nearly all actives have a fitted effect of over 60% in size; many of its hits are not listed in these tables
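Agonist response is measured as cAMP accumulation in an RXFP1-transfected HEK293T line under PDE4 inhibition. Values are scaled between buffer-only and 29 nM porcine relaxin, and EC50s come from standard Hill equation fits.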
RGS4 inh: blocks human RGS4-accelerated GTP hydrolysis | P49798 | Transcreener GDP fluorescence polarization, RGS4-accelerated GTP hydrolysis | Potency, µM (highest dose often 114 µM), inactives show at the top dose activity change, negative = inhibition, most hits filed as inhibitors | hit rate 0.039% among 390,000; further: on the % scale 0 is the no-effect control and ±100 the full control effect; nearly all actives have a fitted effect of over 75% in size; some results filed as inactive show a strong effect at the top dose
Target sequence (P49798 whole entry, looked up): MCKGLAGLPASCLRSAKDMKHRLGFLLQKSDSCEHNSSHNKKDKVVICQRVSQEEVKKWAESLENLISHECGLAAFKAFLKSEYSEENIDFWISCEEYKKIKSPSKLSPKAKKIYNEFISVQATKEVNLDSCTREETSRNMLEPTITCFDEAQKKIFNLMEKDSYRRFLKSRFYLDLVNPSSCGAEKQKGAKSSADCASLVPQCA
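MLSMR compounds (23 nl, pin-transferred) preincubated 10 min at room temperature with a 500nM (2x) first reagent, then RGS4 at 900nM (2x) plus Transcreener GDP mix added; fluorescence polarization (620/688 nm) read before and after 90 min at 30 °C.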
Vif-A3F inh: Vif-A3F binding inhibition; HeLa A3F-eYFP + Vif (tagged APOBEC3F with the HIV-1 protein that degrades it), YFP fluorescence increase; Potency, µM (doses to about 46.1 µM), for inactives: top-dose activity, negative = active; hit rate 0.2% among 390,000; AID 602313; further: % of control where 0% means no effect; nearly all actives have a fitted effect of over 65% in size
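HeLa cells stably expressing Vif plus C-terminally eYFP-tagged A3F were seeded, incubated overnight at 37 deg C, dosed with compound, incubated overnight again at 37 deg C. Yellow fluorescence (Ex 488/Em 500-530) reported blocked Vif-mediated A3F-eYFP degradation.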
IDH1 R132H inh: human IDH1 R132H inhibition. Potency, µM (doses to about 76.6 µM), without a hit: top-dose activity change, negative = inhibition, hits mostly inhibitors. hit rate 0.093% among 390,000. O75874. IDH1-R132H enzyme, NADPH consumption, diaphorase/resazurin fluorescence. AID 602179; further: on the % scale 0 is the no-effect control and ±100 the full control effect; nearly all actives have a fitted effect of over 65% in size
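IDH1-R132H (0.5 ug/mL dispensed) in pH 7.5 Tris buffer was preincubated 30 min with compound, then given a substrate mix of 0.016 mM NADPH and 2 mM alpha-KG for 80 min at room temperature; remaining NADPH was read by diaphorase/resazurin fluorescence.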
USP1 inh: blocks the human USP1/UAF1 deubiquitinase complex. recombinant USP1/UAF1, Ub-Rhodamine cleavage fluorescence. Potency, µM (titrated, usually from 57.1 µM), without a hit: top-dose activity change, negative = inhibition, actives largely listed as inhibitors. AID 743255. O94782. hit rate 0.23% among 390,000; further: on the % scale 0 is the no-effect control and ±100 the full control effect; nearly all actives have a fitted effect of over 60% in size; inactives centre near -12
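Step one: compound is pinned into 1nM USP1/UAF1 in HEPES pH 7.8 buffer with TCEP. Step two: 15 min room-temperature incubation. Step three: Ub-Rho (150nM final) starts cleavage, tracked by fluorescence over six one-minute reads.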
Vif-APOBEC3G blk: Vif-A3G binding inhibition | Q9HC16 | HeLa A3G-eYFP + Vif (tagged APOBEC3G with the HIV-1 protein that degrades it), YFP fluorescence, overnight | Potency, µM (top dose mostly 46.1 µM), for inactives: at the highest dose activity, negative = active, most hits filed as inhibitors | hit rate 0.076% among 410,000 | AID 602310;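 further: on the % scale 0 is the no-effect control and ±100 the full control effect; nearly all actives have a fitted effect of over 60% in size; hits raise eYFP signal because A3G escapes Vif-driven loss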
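HeLa cells stably expressing Vif and C-terminally eYFP-tagged A3G, seeded overnight at 37 deg C, then exposed to compound by pintool overnight at 37 deg C. Rise in yellow fluorescence (Ex 488/Em 500-530, Acumen) marks blocked Vif-driven A3G degradation.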
rTrxR1 inhibitor: rat TrxR1 inhibition. O89049. recombinant rTrxR1, NADPH fluorescence consumption, selenite substrate. Potency, µM (titrated, usually from 114 µM), inactives show top-dose activity change, negative = inhibition, most hits filed as inhibitors. hit rate 1% among 390,000. AID 588453; further: on the % scale 0 is the no-effect control and ±100 the full control effect; nearly all actives have a fitted effect of over 65% in size
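Rat TrxR1 (90 nM in the dispensed reagent) was pre-reduced with 400 uM NADPH for 5 min at room temperature, then incubated with compound for 15 min. After 400 uM selenite was added, NADPH fluorescence (Ex 340/Em 450 nm) was followed for 8 min.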
ALOX12 inh: ALOX12 (human) lipoxygenase inhibition; P18054; purified 12hLO, xylenol orange hydroperoxide absorbance; Potency, µM (series often up to 108 µM), for the others: at the top dose activity change, negative = inhibition, most hits filed as inhibitors; hit rate 1.1% among 580,000; further: on the % scale 0 is the no-effect control and ±100 the full control effect
Target sequence (P18054 whole entry, looked up): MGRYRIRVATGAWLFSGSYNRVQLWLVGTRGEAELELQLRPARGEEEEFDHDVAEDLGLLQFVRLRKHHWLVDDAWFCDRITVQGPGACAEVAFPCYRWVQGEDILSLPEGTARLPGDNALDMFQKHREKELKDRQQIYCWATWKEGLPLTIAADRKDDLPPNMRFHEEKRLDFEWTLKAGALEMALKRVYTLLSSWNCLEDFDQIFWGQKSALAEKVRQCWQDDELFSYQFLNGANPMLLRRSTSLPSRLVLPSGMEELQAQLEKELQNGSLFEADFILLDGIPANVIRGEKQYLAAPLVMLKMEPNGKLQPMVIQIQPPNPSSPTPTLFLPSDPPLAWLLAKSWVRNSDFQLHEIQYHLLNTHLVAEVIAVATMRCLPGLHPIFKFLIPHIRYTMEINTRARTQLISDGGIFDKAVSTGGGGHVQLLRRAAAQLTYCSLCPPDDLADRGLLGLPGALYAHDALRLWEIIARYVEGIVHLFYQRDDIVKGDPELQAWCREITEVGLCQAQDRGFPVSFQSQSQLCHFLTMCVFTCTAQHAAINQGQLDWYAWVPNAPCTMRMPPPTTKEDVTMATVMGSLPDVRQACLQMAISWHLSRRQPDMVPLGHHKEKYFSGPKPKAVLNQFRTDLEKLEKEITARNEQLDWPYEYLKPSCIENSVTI
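Purified human 12hLO at 150 nM in 25 mM Hepes, 0.01% Triton X-100, pH 7.0, preincubated 15 min at room temperature with compound. Reaction started with 40 uM arachidonic acid, 30 min at room temperature. Hydroperoxide measured by Fe-xylenol orange, 573/405 nm absorbance ratio.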
Starred values were filed as active, the others as inactive; ? = inconclusive; . = no result given; & = joins results of further samples; [ ] = dose if it differs, or a comment. The call rests on the fitted dose curve; in most records, active means well fitted curve in the direction sought with a large enough effect; inconclusive means small, poorly fitted or top-dose-only effect, or another doubt; inactive means no such curve, though single readings can be large; an effect the other way counts as inactive or inconclusive. Potency means the concentration at half of the fitted maximal effect. Some of the compounds tested. The share of hits here may be higher or lower than overall.

SMILES	TrxR1 substrate	RXFP1 ag	RGS4 inh	Vif-A3F inh	IDH1 R132H inh	USP1 inh	Vif-APOBEC3G blk	rTrxR1 inhibitor	ALOX12 inh
Cn1c(SCC(=O)NCCN2C(=O)CSC2=O)nc2ccccc2c1=O	2%[57.1 µM]	-0.2%	28%	-5%	-2%	0%	-7%	11%[57.1 µM]	0%
COc1ccc(Cc2nc3ccccc3n2CC(=O)N/N=C/c2ccc(O)cc2)cc1OC	0%	0.3%	1%	-7%	-1%	-13%	-3%	0%	-11%
CCOC(=O)CC(=O)CSc1nc2nc(C)cc(C)n2n1	10%	8.0%	12%	-6%	-2%	-7%	0%	?	-21%
CCOc1cc(/C=C2\SC(=Nc3ccccc3)N(c3ccccc3)C2=O)ccc1OCC(=O)O	-11%	0.5%	-49%	-3%	?	-29%	0%	-4%	5%
CCCn1c(SCC(=O)NCC2CCCO2)nc2c1c(=O)n(C)c(=O)n2C (stereo not given)	-5%	8.6%	-9%	1%	6%	-10%	2%	9%	0%
N[C@@H](Cc1ccccc1)c1nnc(SCc2ccccc2F)o1	7%[57.1 µM]	1.5%	-4%	-4%	1%	-18%	0%	18%[57.1 µM]	0%
CNC(=O)CSc1nc2cccnc2n1-c1ccc(F)cc1	-11%	7.0%	7%	-1%	5%	2%	2%	11%[57.1 µM]	0%
O=C(Cc1ccc(Br)cc1)Nc1cccc(Cl)c1	-5%[57.1 µM]	-2.1%	-15%	?	-2%	-25%	1%	-1%[57.1 µM]	-21%
COc1ccc(/C=N/NC(=O)CSc2ccccn2)cc1OC	-1%[57.1 µM]	-2.3%	23%	2%	8%	?	0%	5%[57.1 µM]	229%[activator]
O=C(NCCc1ccccc1)c1cc([N+](=O)[O-])ccc1N1CCOCC1	-5%[2.29 µM]	.	8%	-9%	-9%	14%	-3%	-10%[2.29 µM]	-5%
Nc1cc(Cl)ccc1N1C(=O)CCC1=O	8%[57.1 µM]	-1.5%	-12%	0%	-5%	?	2%	10%[2.29 µM]	12%
Cc1ccc(S(=O)(=O)NCCNC(=O)c2cc(OCC(F)(F)F)ccc2OCC(F)(F)F)cc1	8%	4.8%	-2%	1%	5%	-22%	0%	18%	0%
C=C1C(=O)OC2C=C(CO)C3OC3C3OC3(C)CC(OC(=O)/C(=C/C)COC(C)=O)C12 (stereo not given)	14%[57.1 µM]	.	?	-2%	0%	-7%	-23%	-48%[57.1 µM]	0%
CCOC(=O)C1=C(O)/C(=C/c2ccc(OCC(=O)Nc3ccc(C)cc3)cc2)N=C1C	-3%	-0.1%	4%	4%	-12%	-18%	0%	8%	4%
Cc1cnn(C(=S)NCC2CCCO2)c1 (stereo not given)	7%[57.1 µM]	0.6%	14%	-7%	-2%	-1%	2%	27%[57.1 µM]	?
O=C1c2ccccc2NC(c2ccccc2OCc2ccccc2)N1Cc1ccco1 (stereo not given)	26%	.	-14%	.	.	.	2%	11%	.
CN(C)S(=O)(=O)c1cccc(C(=O)NCc2ccco2)c1	11%[57.1 µM]	1.9%	-20%	0%	1%	-18%	4%	-26%[57.1 µM]	0%
COc1ccc(C)cc1NS(=O)(=O)c1ccc2c3c(cccc13)C(=O)N2	?	-0.7%	-94%	-11%	-18%	1%	-14%	-83%	-16%
Cc1ccc(NC(=O)CSCn2nnc3c(=O)[nH]c(Cc4ccc(F)cc4)nc32)c(C)c1	-6%	-1.1%	-14%	1%	-21%	-18%	1%	1%	?
CCCn1nnc(NC(=O)c2ccco2)n1	5%	1.2%	27%	-10%	-3%	?	-4%	1%	-6%
C=Cc1ccc(CN2CCCN(Cc3ccc(Cl)cc3)S2(=O)=O)cc1	4%	2.0%	?	3%	1%	-13%	1%	12%	0%
COc1ccc2[nH]c(C(=O)NCc3ccccc3)cc2c1	29%	-2.0%	13%	-3%	2%	-3%	-8%	11%	4%
CC1CCN(S(=O)(=O)N2CCC(C(=O)NC3CCCC3)CC2)CC1	3%	-1.0%	9%	4%	7%	-25%	10%	25%	0%
COc1ccc(NC(=O)c2c(-c3c(Cl)cccc3Cl)noc2C)c(OC)c1	0%[57.1 µM]	-0.9%	-5%	10%	11%	-10%	-3%	22%[57.1 µM]	-24%
COC(=O)C12CC3CC(C1)CC(n1cnc(Cl)n1)(C3)C2	-9%	0.1%	5%	0%	8%	-11%	2%	-9%	-4%
The list continues:
SMILES	TrxR1 substrate	RXFP1 ag	RGS4 inh	Vif-A3F inh	IDH1 R132H inh	USP1 inh	Vif-APOBEC3G blk	rTrxR1 inhibitor	ALOX12 inh
O=C(CNC(=O)c1ccccc1F)N/N=C/c1ccc2c(c1)OCO2	-6%	0.5%	-7%	-7%	-9%	-7%	-9%	-2%	-16%
CCCCN(C)C(=S)Nc1ccc(Oc2ccccc2)cc1	-5%	0.4%	-11%	1%	2%	-8%	-2%	5%	?
COc1ccc(OC)c(NC(=O)c2oc3ccccc3c2NC(=O)C2CC2)c1	24%	0.6%	0%	-2%	-2%	-6%	4%	19%	-3%
COC(=O)C1(c2ccccc2)NC(c2cccs2)C2C(=O)N(c3ccccc3)C(=O)C21 (stereo not given)	-6%	.	-20%	6%	7%	-17%	-1%	4%	420%[activator]
CCC(=O)N(Cc1ccco1)c1nc(-c2ccc(OC)cc2)cs1	-1%	4.2%	?	0%	-3%	-23%	-6%	-10%	0%
Cc1cnc(C(=O)OCC(=O)NC(=O)c2ccccc2)cn1	7%	0.4%	9%	1%	0%	-5%	1%	18%	?
Nc1cnc(Nc2ccc(Br)cc2)nc1N	4%[57.1 µM]	-2.2%	-7%	5%	0%	-25%	-7%	1%[2.29 µM]	13%
Cc1ccc(NC(=O)Cn2c(O)c(N=NC(=O)c3ccncc3)c3ccccc32)cc1	-1%[57.1 µM]	-0.6%	18%	4µM*	1%	-31%	0%	-1%[57.1 µM]	.
O=C(/C=C/NCc1cccnc1)c1ccc(Br)cc1	-21%[57.1 µM]	.	-11%	4%	4%	-6%	0%	15%[57.1 µM]	0%
COc1ccccc1NC(=O)CC12CC3CC(CC(Br)(C3)C1)C2	1%	-0.3%	-30%	-19%	9%	3%	1%	22%	10%
Cc1ccc(C(=O)OCC(=O)N2CCC(Cc3ccccc3)CC2)cc1N	2%	0.8%	3%	-28%	-1%	-4%	-2%	-6%	2%
COC(=O)CN1C(=O)C(C)(C)Oc2ccc(C(=O)Nc3ccccc3F)cc21	0%	2.2%	29%	-6%	-2%	5%	-3%	12%	-18%
COC(=O)c1oc2c(c1C)C(=O)CCC2	-3%[57.1 µM]	3.4%	-12%	-8%	-2%	1%	0%	-7%[57.1 µM]	0%
COc1cc(/C=N/N=C(/N)c2nonc2N)cc(Br)c1OCc1cccc(C)c1	-11%	0.7%	-5%	.	6%	-10%	-7%	-1%	27%
COc1cc(OC)c2ccc(=O)oc2c1C(CCN1CCN(c2ccccc2)CC1)c1ccc(N(C)C)cc1 (stereo not given)	-4%	0.0%	20%&11%	3%	-8%	?	0%&2%	2%	-10%
Cc1ccc(CC2C(=O)N(c3ccccc3)C(=O)C2C)cc1 (stereo not given)	-14%[57.1 µM]	2.5%	12%	-1%	5%	-24%	1%	-13%[57.1 µM]	-33%

Whole records as entered above. Order of values: TrxR1 substrate, RXFP1 ag, RGS4 inh, Vif-A3F inh, IDH1 R132H inh, USP1 inh, Vif-APOBEC3G blk, rTrxR1 inhibitor, ALOX12 inh
`COc1ccccc1NC(=O)CC12CC3CC(CC(Br)(C3)C1)C2` as listed: 1%, -0.3%, -30%, -19%, 9%, 3%, 1%, 22%, 10%
`Cc1cnc(C(=O)OCC(=O)NC(=O)c2ccccc2)cn1` as listed: 7%, 0.4%, 9%, 1%, 0%, -5%, 1%, 18%, ?
`Cc1ccc(NC(=O)Cn2c(O)c(N=NC(=O)c3ccncc3)c3ccccc32)cc1` as listed: -1%[57.1 µM], -0.6%, 18%, 4µM*, 1%, -31%, 0%, -1%[57.1 µM], .
`COc1cc(/C=N/N=C(/N)c2nonc2N)cc(Br)c1OCc1cccc(C)c1` as listed: -11%, 0.7%, -5%, ., 6%, -10%, -7%, -1%, 27%
`Nc1cnc(Nc2ccc(Br)cc2)nc1N` as listed: 4%[57.1 µM], -2.2%, -7%, 5%, 0%, -25%, -7%, 1%[2.29 µM], 13%

Screens as filed in PubChem BioAssay.
